Source: PubChem BioAssay (several laboratories)
ADAM17 inh = ADAM17 inhibition, QFRET primary screen. P78536. recombinant ADAM17, EDANS/DABCYL FRET peptide cleavage. inhibition, % at 6.95 µM. actives 0.83% (n = 370,000). AID 720648;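 active = inhibition above the mean of compounds lying between control limits plus 3 SD, set per campaign, cut at about 8.5% in these data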;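 also: 0% = DMSO-only wells as the low control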
SMARCA2 activ = SMARCA2 function activation, primary screen | AID 652017 | activation, % at 9.1 µM | MG213 cells, MMTV-luciferase reporter, dexamethasone, overnight | actives 1% (n = 370,000); in the data active = activation above about 7.8%;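 also: 0% = vehicle wells and 100% = reference activator wells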
ADAM10 inh = inhibitors of human ADAM10. O14672. recombinant ADAM10, EDANS/DABCYL FRET peptide cleavage, 3 h. inhibition, % at 7 µM. actives 0.62% (n = 370,000). AID 720582;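 active = inhibition above a per-campaign cutoff equal to the mean of compounds falling between control-based bounds plus 3 SD, cut at about 20% in these data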;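 also: 0% = DMSO wells while the 100% control is not disclosed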
Target sequence (O14672 214-748 limits assumed): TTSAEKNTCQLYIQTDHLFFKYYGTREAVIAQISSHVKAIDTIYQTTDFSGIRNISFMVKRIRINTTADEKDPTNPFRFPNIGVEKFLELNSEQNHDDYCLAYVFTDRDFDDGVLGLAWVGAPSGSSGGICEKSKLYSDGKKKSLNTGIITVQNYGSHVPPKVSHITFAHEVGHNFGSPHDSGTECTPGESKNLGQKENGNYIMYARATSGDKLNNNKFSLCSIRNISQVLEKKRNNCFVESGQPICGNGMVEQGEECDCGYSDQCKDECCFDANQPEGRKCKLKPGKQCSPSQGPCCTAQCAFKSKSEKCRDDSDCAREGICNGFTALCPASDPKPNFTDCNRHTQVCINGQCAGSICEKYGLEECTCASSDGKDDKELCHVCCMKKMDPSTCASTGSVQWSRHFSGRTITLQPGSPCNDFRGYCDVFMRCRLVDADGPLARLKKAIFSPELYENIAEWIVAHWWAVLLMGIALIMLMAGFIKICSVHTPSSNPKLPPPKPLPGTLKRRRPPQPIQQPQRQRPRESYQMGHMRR
GC-A act = GC-A (human) enzyme activation | P16066 | HEK293 GC-A cells, cGMP TR-FRET, EC30 ANP; 0% at EC30 ANP, 100% saturating ANP | AID 1671463 | actives 0.14% (n = 370,000) | activation, % at 10 µM; in the data active = activation above about 40%
ssDAF-12 act = S. stercoralis DAF-12 activation, primary screen; HEK293 ssDAF-12/GRIP1 lit1-tk-luc reporter, luminescence; % of 3 µM dafachronic acid response; activation, % at 6.8 µM; actives 1% (n = 370,000);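 active = activation above the mean over all tested compounds plus 3 SD, cut at about 0.9% in these data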;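 also: 0% = DMSO-only wells and 100% = 3 µM delta7-dafachronic acid wells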
DAX1 inh-1 = inhibits human nuclear receptor DAX1 | P51843 | HEK293 Gal4-DAX1 luciferase reporter, luminescence | inhibition, % at 6.75 µM | actives 0.99% (n = 340,000) | AID 504766;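 active = inhibition above the mean over all tested compounds plus 3 SD, cut at about 4.2% in these data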;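 also: 0% = DAX1-transfected cells with DMSO and 100% = empty-vector control cells with DMSO; inhibition shows as a rise in luminescence from relieved DAX1 repression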
Target sequence (P51843 207-470 limits assumed): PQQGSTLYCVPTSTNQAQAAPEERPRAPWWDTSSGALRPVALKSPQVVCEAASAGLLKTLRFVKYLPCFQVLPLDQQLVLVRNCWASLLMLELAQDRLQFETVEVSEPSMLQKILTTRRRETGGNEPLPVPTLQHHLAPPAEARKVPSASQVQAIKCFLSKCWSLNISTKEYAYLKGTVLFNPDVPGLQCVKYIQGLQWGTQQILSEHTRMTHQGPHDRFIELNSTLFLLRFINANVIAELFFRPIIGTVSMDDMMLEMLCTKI
DAX1 inh-2 = DAX1 (NR0B1) inhibition, primary screen; HEK293T StAR-luciferase reporter, SF-1/DAX-1 repression relief; inhibition, % at 6.8 µM; actives 1.1% (n = 370,000); AID 652010;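 active = inhibition above the mean over all tested compounds plus 3 SD, cut at about 3.6% in these data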;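 also: 0% = DAX-1 cells with DMSO and 100% = cells lacking DAX-1 with DMSO; higher inhibition means more luminescence from relief of DAX-1 repression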
hgDAF12 agonist = activates the H. glycines DAF-12 receptor ligand-binding domain; AID 687014; actives 1.8% (n = 370,000); activation, % at 6.8 µM; HEK293 GAL4-hgDAF12 UAS-luciferase reporter, agonist luminescence; normalized to butyrate control;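 active = activation above a cutoff set at the mean of all screened compounds plus 3 SD, cut at about 10% in these data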;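 also: 0% = DMSO wells and 100% = sodium butyrate wells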
hcDAF12 agonist = activators of H. contortus DAF-12 nuclear receptor | HEK293 hcDAF-12 lit1-tk-luc reporter, luminescence; 0% DMSO, 100% Δ7-dafachronic acid | activation, % at 6.8 µM | actives 1.4% (n = 370,000) | AID 652067;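 active = activation above the mean of all tested compounds plus 3 SD, cut at about 5.5% in these data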;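 also: 100% = response to 3 µM Δ7-dafachronic acid high control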
GAA850 FXN act = activators of GAA850 frataxin (FXN) promoter; activation, % at 6 µM; actives 0.56% (n = 360,000); HEK293 lucGAA850 FXN promoter luciferase reporter, 24 h; percent of 10 µM SAHA response;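 active = activation above the average of all compounds screened plus 3 SD, cutoff fixed separately per campaign, cut at about 7.5% in these data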;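 also: 0% = DMSO wells and 100% = 10 µM SAHA wells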
PG9 binder = PG9 antibody binding by small molecule; TR-FRET gp120-PG9 antibody binding; inhibition, % at 6.7 µM; actives 0.43% (n = 360,000); AID 624416; in the data active = inhibition above about 8.5%
* = called active by the depositor; i = inactive; nt = not tested or not shown. Rows were taken by chance (roughly 6.8% active in at least one column).

SMILES | ADAM17 inh | SMARCA2 activ | ADAM10 inh | GC-A act | ssDAF-12 act | DAX1 inh-1 | DAX1 inh-2 | hgDAF12 agonist | hcDAF12 agonist | GAA850 FXN act | PG9 binder
CCCN1C2CCCC1CC(NC(=O)C1CCCCC1)C2 (centres undefined) | -1 | -3 | -5 | 2 | -0.8 | 0.9 | 0.9 | -2.5 | -1.5 | -2.6 | -1.0
CC(C)N1CCC(N2CCN(C3CCCCCC3)CC2CCO)CC1 (centres undefined) | -1 | 3 | 3 | 2 | -1.8 | 0.7 | 0.5 | -0.4 | 1.3 | 0.3 | -1.5
Cc1ccc(CNC(=O)c2cc(-c3ccccc3)nn2Cc2cc(C)no2)cc1 | 3 | 0 | 15 | 13 | -1.6 | -0.2 | -0.3 | -1.3 | -0.7 | 0.7 | -0.1
O=C1N(c2ccccc2)C(c2ccccc2)C12CCCCC2 (centres undefined) | -1 | 0 | 2 | -11 | -1.0 | -0.8 | -1.2 | 4.5 | 0.4 | -1.4 | -1.6
CCN1C[C@@H]2[C@@H]3C(=O)N(Cc4ccccc4)C(=O)[C@@H]3[C@](CC)(C(=O)OC)N2C1=NC | -2 | -1 | -4 | 2 | -0.7 | 0.2 | 0.9 | -1.0 | -2.2 | 0.3 | -2.8
COc1ccc(C2=C(CC(=O)O)C(=O)CC2)cc1 | -13 | -2 | -62 | 3 | -1.4 | -0.7 | -0.2 | 0.2 | 2.9 | 1.5 | -2.4
CC(=O)N1CCN(C2=NC(=O)/C(=C\c3cccs3)S2)CC1 | 2 | 7 | 5 | -4 | -1.2 | 0.5 | -1.4 | -1.9 | -1.0 | 1.0 | -3.1
CCOC(=O)C1=C(CSc2nc(-c3ccccc3)ccc2C#N)OC(N)=C(C#N)C1c1cccnc1 (centres undefined) | -186 | 7 | i | 3 | 1.3* | 2.4 | 3.3 | 12* | 7.2* | 4.5 | -0.1
Cc1cc(C)n(Cc2ccc(NC(=O)c3c([N+](=O)[O-])c(C)nn3C)cc2)n1 | -4 | 2 | 6 | 8 | -0.4 | -0.3 | -1.1 | -2.8 | -0.6 | 1.4 | -0.6
CSC1=N/C(=C\c2ccccc2)C(=O)N1C | -3 | 0 | -7 | 0 | -1.2 | 0.3 | 0.1 | 3.3 | -0.2 | 1.8 | -1.8
CCOC(=O)c1ccc(NC(=O)c2nc[nH]c2C(=O)N[C@@H](CC(C)C)C(=O)OC(C)(C)C)cc1 | 4 | -1 | 3 | -3 | -1.2 | 1.9 | 1.1 | -0.6 | -1.0 | 1.1 | -1.4
COCCN1Cc2cccc(C(=O)Nc3ccc(C)c(C)c3)c2C1=O | -2 | 2 | 8 | 2 | -1.2 | 0.5 | 0.0 | 3.0 | -1.0 | 1.7 | -2.5
COc1ccc(NC(=O)CN2CCN(CC(=O)Nc3cc(OC)cc(OC)c3)CC2)cc1 | -6 | 0 | -2 | -5 | -1.6 | -0.1 | -1.2 | -0.7 | -0.2 | 2.4 | 0.1
O=C(OCC(=O)N1CCN(C(=O)c2ccco2)CC1)c1cc(-c2ccc(Cl)c(Cl)c2Cl)nc2ccccc12 | -2 | 3 | -1 | 3 | -1.1 | -1.6 | 0.8 | 2.2 | 1.0 | -0.5 | 1.3
O=C(NCCN1CCCC1)c1ccc(Br)cc1 | -1 | 0 | 0 | 0 | -1.4 | 0.8 | 0.1 | 2.0 | -0.5 | 0.5 | 0.4
CCN(CCCNC(=O)c1c(C)cc(=O)oc1C)c1ccccc1 | -3 | -1 | 2 | 7 | -1.3 | -0.2 | 0.2 | -2.2 | -1.7 | 0.6 | 1.3
Cc1cc(N2CCCCC2C)nc(-c2ccccc2O)n1 (centres undefined) | -10 | 2 | -27 | -3 | -1.3 | 4.4* | -0.4 | 2.4 | -0.3 | 1.9 | 1.4
CN1OC(COC(=O)c2ccccc2)CC1c1ccccc1 (centres undefined) | 1 | 1 | 5 | 3 | -1.4 | 1.9 | 1.6 | 1.4 | 0.0 | 2.9 | -1.5
Cc1ccc(C2=NC3(CCCCC3)NC2=S)cc1 | -1 | -1 | -4 | -3 | -1.2 | 0.9 | 0.2 | 1.7 | -3.5 | 7.2 | 1.5
O=C(CCc1ccccc1)NNC(=O)c1ccc(NC(=O)c2ccccc2)cc1 | -1 | -4 | -3 | 1 | -1.5 | -0.7 | -0.7 | 0.6 | 2.5 | 0.1 | 0.6

Reformatted with tabs: part of the list above
mol	ADAM17 inh	SMARCA2 activ	ADAM10 inh	GC-A act	ssDAF-12 act	DAX1 inh-1	DAX1 inh-2	hgDAF12 agonist	hcDAF12 agonist	GAA850 FXN act	PG9 binder
CCN(CCCNC(=O)c1c(C)cc(=O)oc1C)c1ccccc1	-3	-1	2	7	-1.3	-0.2	0.2	-2.2	-1.7	0.6	1.3
Cc1cc(N2CCCCC2C)nc(-c2ccccc2O)n1 (centres undefined)	-10	2	-27	-3	-1.3	4.4*	-0.4	2.4	-0.3	1.9	1.4

The list continues:
SMILES | ADAM17 inh | SMARCA2 activ | ADAM10 inh | GC-A act | ssDAF-12 act | DAX1 inh-1 | DAX1 inh-2 | hgDAF12 agonist | hcDAF12 agonist | GAA850 FXN act | PG9 binder
CCOC(=O)c1cc(C)sc1N1C(=O)C2C3C=CC(C3)C2C1=O (centres undefined) | 2 | -3 | 3 | 4 | -1.2 | 0.1 | -0.2 | -0.9 | 0.1 | 2.6 | -3.2
COc1ccc(/C(O)=C/C(=O)C(=O)NNC(=O)C(O)(c2ccccc2)c2ccccc2)cc1 | 4 | 1 | 6 | 1 | -0.9 | 0.2 | -0.3 | -0.2 | -0.3 | 3.0 | -0.6
Cc1cccc(CN2C(=O)CCSc3ccc(Cl)cc32)c1 | 2 | 4 | 16 | -18 | -1.1 | 0.3 | -0.6 | -2.0 | -1.9 | 1.1 | -0.8
CN(CCc1ccccn1)C(=O)Nc1cccc(Cl)c1 | -2 | -3 | 1 | -1 | -0.4 | 1.0 | -0.2 | 2.6 | 1.6 | 0.4 | -0.7
COc1ccc(CNC(=O)N2CCN(C(=O)c3ccccc3)CC2)cc1 | -4 | -1 | -6 | 2 | -1.0 | -0.3 | 0.1 | 1.6 | -1.7 | 1.2 | 2.4
Cc1cc(C)cc(NC(=O)COC(=O)CCCNC(=O)c2ccc(Cl)cc2)c1 | 4 | -3 | 5 | 0 | 0.1 | 0.0 | 0.3 | -1.1 | -1.8 | -0.8 | 0.8
COCCNC(=O)CN1CCN(S(=O)(=O)c2ccc3c(c2)CCCC3)CC1 | -7 | -1 | -3 | 5 | -1.3 | 1.9 | 1.6 | 2.4 | -0.1 | 0.4 | 0.6
COc1ccc(NC(=O)C2CC(=O)N(CCc3ccc(Cl)cc3)C2)cc1 (centres undefined) | 1 | 0 | 0 | 0 | -0.4 | 0.1 | -0.9 | -1.6 | 0.8 | -0.6 | -0.8
CC(=O)Nc1nc2ncccn2c1-c1ccc(C)cc1 | -339 | 4 | i | 0 | -0.9 | nt | -0.2 | -1.4 | -0.7 | nt | nt
CC(C)n1nnnc1C1(C)CSCC(=O)N1Cc1cccc(F)c1 (centres undefined) | -1 | -2 | 0 | 1 | -0.6 | nt | 0.0 | 0.3 | 1.9 | nt | nt
CCN(c1cccc(C)c1)S(=O)(=O)c1csc(C(N)=O)c1 | 1 | 4 | 7 | -2 | -0.9 | -1.0 | -0.1 | 1.0 | -0.5 | -0.8 | -2.8
O=C(Cc1ccccc1)NCCSC1CCCCC1 | 1 | 3 | 11 | 1 | 0.9 | 0.1 | 0.2 | 9.3 | 0.0 | 5.0 | -1.7
CCCCCCSc1nnc(-c2cnn(-c3ccccc3)c2-n2cccc2)n1C | 5 | -4 | 19 | -2 | -1.0 | -1.4 | -0.6 | -1.8 | -1.4 | 0.6 | -0.4
COc1ccccc1NS(=O)(=O)c1ccc(O)cc1 | -3 | -4 | 3 | 1 | -1.1 | 0.1 | -0.2 | -0.4 | -0.1 | 0.2 | 0.9
Cc1ccc(-c2nn3nnnc3c3ccccc23)cc1 | -2 | -4 | -10 | -13 | -1.4 | -1.3 | -0.1 | 0.5 | -1.8 | -0.9 | 1.1
CN(C)c1nc(OCCNC(=O)COc2ccc(Cl)cc2Cl)nc(N(C)C)n1 | -2 | -3 | 4 | -36 | 0.6 | -0.8 | -0.1 | 2.8 | 3.8 | 8.3* | 0.2
O=C(Nc1ccc(Oc2cccnc2)cc1)c1ccccc1Cl | 1 | -1 | 5 | 2 | 0.7 | -0.6 | -0.9 | 4.9 | -1.6 | -0.1 | 0.1
CN1CCc2nc(SCC(=O)Nc3cccc(F)c3)c(C#N)c(-c3cccs3)c2C1 | -4 | -1 | -11 | 2 | -0.8 | 0.7 | -0.2 | 1.7 | -1.5 | 1.7 | 1.5
O=C(NCC(=O)N1CCCC(C(F)(F)F)C1)c1ccc2ccccc2c1 (centres undefined) | -4 | -1 | -14 | 1 | -1.4 | 1.9 | 0.1 | 2.4 | 0.0 | -0.5 | 0.2
O=C1N=C(N2CCCC2)S/C1=C\c1cccc(Br)c1 | 0 | 2 | 5 | 14 | -1.4 | -1.6 | 0.0 | 2.3 | -0.1 | 8.2* | -0.4
CCCn1c(Nc2ccccc2)nc2ccccc21 | -1 | -2 | -7 | 6 | -1.0 | -0.3 | -1.5 | -1.2 | 0.8 | -0.5 | 0.5
Oc1ccc(CNCC2COc3ccccc3O2)cc1 (centres undefined) | 0 | 1 | -1 | 0 | -1.3 | 0.1 | -0.2 | -0.4 | -0.1 | 1.1 | 1.3
CC(=O)c1ccc(NC(=O)NC2CCCCN(Cc3cccc(Cl)c3)C2=O)cc1 (centres undefined) | 7 | -4 | 11 | -1 | -1.6 | nt | -1.2 | 0.5 | -3.1 | nt | nt
COCCCNC(=O)CC(C)c1ccccc1 (centres undefined) | 4 | 1 | 2 | 5 | -1.2 | -0.4 | -0.2 | 0.9 | 0.1 | 1.8 | -2.9
Cc1ccc2nc(-c3ccc(C#N)cc3)c(Cc3cccc(Cl)c3)n2c1 | -90 | 3 | -347 | -8 | -1.1 | nt | 1.2 | 1.7 | -0.4 | nt | 0.0
COC(=O)C1=C(C)N(Cc2ccc(Br)cc2)C(=S)NC1c1cccc(F)c1 (centres undefined) | 1 | -6 | -1 | 26 | -1.1 | nt | -2.5 | 3.2 | -0.6 | nt | -0.3
CCCNC(=O)C1(O)c2cc(Br)ccc2NC(=O)N1c1ccc(Cl)cc1 (centres undefined) | -3 | 0 | 4 | -14 | -1.3 | 0.4 | 0.3 | -1.6 | -1.8 | 1.0 | -3.4
Cc1cc2nc3c(=O)n(Cc4ccccc4)c(=O)[nH]c3nc2cc1N | -6 | 4 | -6 | 21 | -1.2 | nt | 0.0 | -1.2 | -2.3 | 1.7 | -9.8
CCOC(=O)C(NS(=O)(=O)c1ccc(C)cc1)(C(F)(F)F)P(=O)(OCC(C)C)OCC(C)C (centres undefined) | -3 | -2 | -3 | -2 | -0.9 | 0.1 | -0.4 | 4.2 | -1.1 | 0.8 | 1.4
COC(=O)c1ccc(/C=N\NC(=O)c2ccc(C)cc2Cl)cc1 | 2 | 2 | 6 | 2 | -1.5 | 0.4 | -0.7 | 1.6 | -0.7 | -2.4 | -1.7
CCc1nn(-c2ccccc2)c2c1-c1cc(OC)c(OC)cc1C1(N2)C(=O)Nc2ccccc21 (centres undefined) | -5 | -2 | -36 | -2 | -0.8 | -0.3 | -0.6 | -2.6 | -1.0 | 6.3 | 0.3
